Screens (PubChem)
Lipid storage S3 – qHTS Assay for Lipid Storage Modulators in Drosophila S3 Cells | Drosophila S3 cells, BODIPY lipid droplet fluorescence, 18-24 h; cells fed with added oleic acid | Potency in µM for hits, for the others lipid storage change, negative = inhibition, % at the top dose, mostly 46.1 µM | actives 0.64% (n = 320,000); active = well fitted inhibition curve with a large enough effect in the signal ratio, with a control signal flat, not every such curve was filed as active; inconclusive = small, poorly fitted or top-dose-only effect, or effect the other way, or a change in a side signal; the % refers to the signal ratio
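Laser-scanning cytometry quantifies lipid droplet accumulation (500–530 nm total intensity; droplet/cell object ratio) in oleic acid-fed (400 uM added) Drosophila S3 cells treated with a concentration series. 20 uM Triacsin C defined 100% inhibition.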
Lipid storage S3 cell count max – second read-out of Lipid storage S3, no call of its own (marks repeat the call); cell number change, %; measured here: cell count max response;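 cells counted by Cell Tracker Red CMTPX staining in the red channel; peak over a dose series mostly up to 46.1 µM; percent activity relative to internal control wells on each plate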
Active calls of the source: *; i = inactive; ? = inconclusive; . = not tested or not shown. % is scaled to controls: 0 for no effect and ±100 for the full control effect; potency is read from the fitted curve at half-maximal effect. This is a subset. The share of hits here may be higher or lower than overall.

SMILES	Lipid storage S3	Lipid storage S3 cell count max
O=C(COC(=O)C1CCN(C(=O)c2ccc(Cl)cc2)CC1)c1ccco1	-1.4%	5.5
CC1CCN(C(=O)c2ccc(CNc3c(N4CCCC4)c(=O)c3=O)cc2)CC1	0.9%	2.7
CCOc1ccc(Cl)cc1CNCCNCCO	?	.
O=C(NCCN1CCOCC1)c1ccc(NS(=O)(=O)c2ccccc2)cc1	?	.
Cc1ccc(-n2nnnc2SCC#N)cc1	?	.
CC(=O)c1cccc(NC(=O)N2CCCC2C(=O)NCc2ccc3c(c2)OCO3)c1 (stereo not given)	?	.
CS/C(=N\S(=O)(=O)c1cccs1)Nc1ccc(N2CCOCC2)cc1	?	.
Cc1cc(C(=O)COC(=O)C2=COCCO2)c(C)n1-c1cccc(F)c1	?	.
O=C(NNc1nc2ccc(F)cc2s1)c1cccc(F)c1	?	.
Oc1ccc(Cl)cc1-c1cc(C(F)(F)C(F)F)nc(-c2ccccc2)n1	?	.
CCOP(=O)(OCC)c1nc(-c2ccc(C)cc2)oc1NCc1ccccc1	?	.
CC(Sc1ccc(Cl)cc1)C(=O)NCC(c1ccco1)N1CCCCC1 (stereo not given)	?	.
Clc1cccc(CN2COc3c(cc(Cl)c4cccnc34)C2)c1	?	.
COc1ccc(S(=O)(=O)N2CCN(CC(=O)Nc3cccc(OC)c3)CC2)cc1	?	.
O=C(Nc1nnc(-c2ccc(Cl)cc2)o1)C1=COCCO1	0.4%	16.6
CCCc1cc(=O)n2[nH]c(C(F)(F)F)nc2n1	?	.
CCCS(=O)(=O)c1nc(S(=O)(=O)c2ccc(C)cc2)c(N2CCCC2)s1	?	.
N#Cc1ccccc1NC(=O)CNc1ccccc1N1CCCCC1	?	.
COc1cc2ncnc(NCc3ccc4c(c3)OCO4)c2cc1OC	0.7%	-5.8
Cc1c(NC(=O)c2ccc(-c3ccccc3)cc2)cccc1C(=O)O	-16.9%	22.2
CN(C)CCN1C(=O)c2oc3ccccc3c(=O)c2C1c1cccc(Br)c1 (stereo not given)	?	.
CSC(=NS(=O)(=O)c1ccccc1)SC	-3.0%	9.1
N#Cc1c(NC(=O)c2ccco2)sc2c1CCC2	?	.
Cc1cc(C)c(S(=O)(=O)N2CCOC2CNC(=O)C(=O)NCc2ccccn2)c(C)c1 (stereo not given)	?	.
CC1(C(=O)NCc2cc(F)cc(C(F)(F)F)c2)C=CC2(CCCCC2)N1C(=O)c1ccccc1 (stereo not given)	-3.3%	8.5
COc1ccc(Cl)cc1NC(=O)CN(C)C(=O)c1cccc(-n2cnnn2)c1	?	.
Cc1cc(=O)oc2cc(OCC(=O)N3CCCc4ccccc43)ccc12	?	.
N#C/C(=C\c1ccco1)C(=O)Nn1cnnc1	?	.
Cc1nc(C)c(C(=O)OCC(=O)Nc2ccccc2)s1	?	.
CCC(C)(C(=O)NC1CCCCC1)N(Cc1cccs1)C(=O)c1ccc(=O)[nH]c1 (stereo not given)	-3.7%	-2.4
CCOc1ccc(CN2CCC(n3nccc3NC(=O)C3CC3)CC2)cc1CO	i	17.2
Cc1c(CCO)c(=O)[nH]n1C(=O)c1ccc(F)cc1	?	.
N#CC(=C1N=c2ccccc2=N1)c1c(O)[nH]c2ccccc12	?	.
COCc1ccc(CN2CCc3c([nH]c4ccccc34)C2CC(C)C)o1 (stereo not given)	-11.2%	-7.0
C=CCn1c(=O)c(C#N)cc2c(=O)n3ccccc3nc21	-3.7%	-2.7
CCc1cccc(OCC(=O)Nc2c[nH]c(=O)[nH]c2=O)c1	5.4%	8.5
Cc1ccc(-c2cc(C(=O)N3CCN(c4ncccn4)CC3)c3cc(Br)ccc3n2)o1	?	.
O=C(COC(=O)c1ccccc1Br)Nc1ccc(F)cc1	?	.
CN(C)C(=O)c1nc2ccc(Cl)cn2c1CN1CCCC(OCc2cccnc2)C1 (stereo not given)	14.4%	22.7
CC1CCCCN1Cc1c(C#N)c2ccccc2n1C (stereo not given)	?	.

Given in CSV form: two of the compounds above
structure,Lipid storage S3,Lipid storage S3 cell count max
Cc1c(CCO)c(=O)[nH]n1C(=O)c1ccc(F)cc1,?,.
N#CC(=C1N=c2ccccc2=N1)c1c(O)[nH]c2ccccc12,?,.

Entries of single compounds, quoted from the list.
Record of CSC(=NS(=O)(=O)c1ccccc1)SC → Lipid storage S3: -3.0%; Lipid storage S3 cell count max: 9.1
Record of N#CC(=C1N=c2ccccc2=N1)c1c(O)[nH]c2ccccc12 → Lipid storage S3: ?; Lipid storage S3 cell count max: .
Record of O=C(COC(=O)c1ccccc1Br)Nc1ccc(F)cc1 → Lipid storage S3: ?; Lipid storage S3 cell count max: .

(list continues)
SMILES	Lipid storage S3	Lipid storage S3 cell count max
Nc1nc(-c2cc(-c3ccccc3)no2)cs1	8.4%	21.5
Cn1c(SCC(=O)N/N=C/c2ccco2)nc2ccccc21	5.8%	5.3
Cc1ccccc1NS(=O)(=O)c1ccc(NC(=O)c2nc3ncccn3n2)cc1	?	.
COc1ccc(C(=O)CCNc2ccc(F)cc2)cc1	?	.
O=C(NCc1ccc(F)cc1)c1cc2ccccc2o1	i	.
O=C(O)/C=C/C(=O)Nc1cccc2cccnc12	10.0%	-14.4
CC(C)Cn1c(-c2csc3c2CCCC3)n[nH]c1=S	?	.
COc1cccc(C2C(C(=O)c3ccco3)=C(O)C(=O)N2CCN(C)C)c1OC (stereo not given)	?	.
CC(=O)Nc1ccccc1NC(=O)c1cc(C)ccc1C	?	.
CCN(CC)CCN1C(=O)c2ccccc2NC1c1ccccc1F (stereo not given)	0.5%	-4.5
CC(C)NC(=O)CCS(=O)(=O)c1ccc(Br)s1	1.8%	11.6
CCN(Cc1nc(-c2ccccc2)no1)C(=O)c1ccc2c(c1)OCO2	?	.
COc1nc(OC)nc(N2CCC(C(=O)Nc3cccc4c3CCCC4)CC2)n1	20.9%	-6.5
O=C(NC(=S)Nc1c(Cl)ccc2nsnc12)c1ccco1	?	.
Cc1nn(-c2cc(Cl)ccc2N)c(=O)c2ccccc12	?	.
CCOC(=O)CN1C(=O)SC(CC(=O)Nc2nccs2)C1=O (stereo not given)	?	.
CCn1c(SCCN2CCCCC2)nnc1-c1ccc(S(=O)(=O)N2CCOCC2)cc1	12.8%	1.8
COc1ccc(CN(C)C(=O)C(Cc2ccccc2)NC(=O)c2ccccc2)c(OC)c1 (stereo not given)	-11.6%	.
CS(=O)(=O)N(Cc1ccccc1)c1ccc(C(=O)Nc2ccc(C(N)=O)cc2)cc1	?	.
O=C(CN1CCC(NC(=O)C2CCCCC2)CC1)Nc1cccc(F)c1	?	.
CCCNC(=O)C(=O)c1cccn1-c1ccsc1C(=O)OC	29.5%	19.4
O=C(NCc1ccc(Cl)cc1Cl)C1CCN(S(=O)(=O)c2ccc3c(c2)OCCCO3)CC1	?	.
COC(=O)c1cc(Br)c(=O)n(-c2ccc(OC)cc2)c1	i	.
COc1ccc(-c2cc(=O)n(CCC#N)[nH]2)cc1	8.8%	5.6
CC(/C=N/N1CCN(c2ccc(C)cc2)CC1)=C\c1ccccc1	9.9%	9.3
Cc1ccc(/C=C/C(=O)Nc2cc(S(N)(=O)=O)ccc2O)cc1	?	.
Cc1cc(CNC(=O)Cc2ccc(F)cc2)c2ccccc2n1	10.2%	15.3
O=C(CNCc1ccc(Cl)cc1)Nc1ccc(C(=O)N2CCCCCC2)cc1	?	.
O=C(O)c1ccc2c(c1)C(=O)N(c1cccc3ccccc13)C2=O	?	.
COc1ccc(NC(=O)/C=C/c2ccco2)cn1	?	.
Cc1cc(C)c2nc(NNC(=O)c3ccc(S(=O)(=O)N4CC(C)CC(C)C4)cc3)sc2c1 (stereo not given)	?	.
C=CCn1c(COc2ccccc2)nnc1SCC(=O)N/N=C/c1ccc(C)cc1	i	11.8
CN(CCOc1ccccc1)C(=O)C1CCC(=O)N(CCN2CCOCC2)C1 (stereo not given)	?	.
CCOC(=O)Cn1nc(C)c(NC(=O)COc2ccccc2[N+](=O)[O-])c1C	?	.
Cc1ccc(N2CC(C(=O)Nc3ccc(C)c(S(=O)(=O)N(C)C)c3)CC2=O)cc1 (stereo not given)	?	.
Cc1ccc(N(C(=O)CNC(=O)c2ccco2)C(C(=O)NC2CCCCC2)c2cccnc2)cc1C (stereo not given)	?	.
c1ccc(Cn2nnnc2C(c2ccccn2)N2CCOCC2)cc1 (stereo not given)	i	.
COC(=O)Nc1nc(C)c(C(=O)N(C)C)s1	?	.
CC(C)[C@H](NC(=O)N1CCC(Cc2ccccc2)CC1)C(=O)O	11.2%	12.3
Cc1ccc(C#N)c(SCc2nnc(-c3ccc(Cl)cc3)o2)n1	?	.
O=S1(=O)N=C(N(Cc2cccs2)c2ccc(O)cc2)c2ccccc21	0.7%	12.4
CC(=O)N/N=C(\C)C1COc2ccccc2O1 (stereo not given)	?	.
COCCn1c(=NC(=O)c2ccccc2[N+](=O)[O-])sc2cc(S(C)(=O)=O)ccc21	-1.3%	-13.5
Cn1c(=O)c([N+](=O)[O-])c(-n2ccnc2)c2ccccc21	?	.
O=C1C=C(c2ccccc2Oc2ccccc2)C[C@@H](c2ccc3c(c2)OCO3)C1	?	.
CCOC(=O)c1cccc(-n2c(C)nc3ccccc3c2=O)c1	?	.
Cn1c(-c2ccccc2)cc2ccccc21	?	.
O=c1ccc2cc3c(-c4ccccc4)coc3cc2o1	?	.
COC(=O)c1sccc1NC(=O)Nc1ccc(F)cc1	?	.
Cc1cc(C(F)(F)F)n(-c2nc(C(=O)Nc3cccnc3)cs2)n1	-0.4%	16.6
Cc1ccc2nc(NCc3ccco3)c(C=NCc3ccco3)c(=O)n2c1	?	.
CCOC(=O)C(=N/O)/C(C)=N/NC(=O)C(=O)Nc1ccc(Cl)cc1	?	.
Cc1cc(C(=O)COC(=O)COc2ccc(C#N)cc2)c(C)n1C1CC1	8.7%	3.2
CCOC(=O)C1(Cc2ccccc2)CCN(Cc2cnc(N3CCOCC3)s2)CC1	-1.3%	5.5
Cc1ccc2c(c1)N(C(C)C(=O)NCc1cccs1)C(=O)CO2 (stereo not given)	-0.9%	0.7
CN(C)S(=O)(=O)c1cccc2c1C(=O)c1ccccc1C2=O	12.7%	5.0
CCCC(=O)N1c2ccc(-c3csc(N)n3)cc2CC1C (stereo not given)	?	.
Cc1nc(N2CCOCC2)nc2c1CCCC2	?	.
O=C(CSc1nnc(-c2cccs2)n1Cc1ccco1)c1ccc2c(c1)OCO2	?	.
COc1ccccc1NS(=O)(=O)c1ccc(NC(=O)N2CCCCC2)cc1	-8.0%	-1.0

Molecules above containing a CF3 group, in the order listed:
SMILES	Lipid storage S3	Lipid storage S3 cell count max
CCCc1cc(=O)n2[nH]c(C(F)(F)F)nc2n1	?	.
CC1(C(=O)NCc2cc(F)cc(C(F)(F)F)c2)C=CC2(CCCCC2)N1C(=O)c1ccccc1 (stereo not given)	-3.3%	8.5
Cc1cc(C(F)(F)F)n(-c2nc(C(=O)Nc3cccnc3)cs2)n1	-0.4%	16.6

Other structures:
SMILES	Lipid storage S3	Lipid storage S3 cell count max
CC1CC1c1ccc(/C=C(\C#N)C(=O)Nc2ccccc2Cl)o1 (stereo not given)	?	.
CCCOC(=O)c1ccc(Cl)c(NC(=O)c2cccnc2)c1	21.4%	3.7
Cc1cccc(C(C)Nc2ccc([N+](=O)[O-])cn2)c1 (stereo not given)	?	.
O=C(NCCF)[C@H]1C[C@@H]1[C@H](NP(=O)(c1ccccc1)c1ccccc1)c1ccccc1	?	.
CSc1n[nH]c(/N=C/c2oc(O)c3ccccc23)n1	?	.
O=C(Nc1ccc(Cc2ccc(NC(=O)C3CC3)cc2)cc1)C1CC1	?	.
COC(=O)c1ccc(CN(C(=O)N2CCN(C)CC2)S(=O)(=O)c2ccc(C)cc2)cc1	?	.
CC(=O)Nc1cc(S(=O)(=O)Nc2cccc(C)c2)c(C)cc1C	11.1%	-11.5
O=C(c1cc(S(=O)(=O)N2CCOCC2)c(Cl)cc1Cl)N1CCCCC1	?	.
CC(C)COc1cccc(C(=O)NC(=S)Nc2cccc(NC(=O)c3ccccc3Cl)c2)c1	?	.
CCCCn1c(C)cc(/C=C(\C#N)C(=O)O)c1C	?	.
Cc1nc(SCC(=O)Nc2cccnc2Cl)nc(C)c1C	?	.
O=S(=O)(c1cc(Cl)cc(Cl)c1O)N1CCC2(CC1)OCCO2	?	.
Cc1cccc(N2CCN(S(=O)(=O)c3ccc4c(c3)C(C)(C)C(=O)N4C)CC2)c1C	12.5%	-0.3
Cc1cccc(C)c1NC(=O)C1CCCN1S(=O)(=O)c1ccc2c(c1)n(C)c(=O)c(=O)n2C (stereo not given)	-7.0%	-6.1
Cc1cc(C)n(C(C)CNC(=O)c2ccc3c(c2)OCO3)n1 (stereo not given)	i	5.6
c1ccc2c(Cn3nnc4ccccc43)cccc2c1	?	.
Cc1cc(C)nc(NC(=O)c2ccccc2O)n1	i	3.0
Cc1cc(C(=O)OCC(=O)N2CC(C)OC(C)C2)ccc1[N+](=O)[O-] (stereo not given)	i	.
CCOC(=O)CNC(=O)CSc1nnc(-c2ccccc2)n1Cc1ccco1	i	-0.6
Cc1ccc(S(=O)(=O)N(C)C)cc1NC(=O)CSc1nncs1	?	.
CC(NC(=O)/C=C/c1ccco1)c1nc2ccccc2n1Cc1c(Cl)cccc1Cl (stereo not given)	5.9%	-0.2
O=C(Nc1cccc(-c2ccccc2)c1)N1CCN(C(=O)Nc2cccc(-c3ccccc3)c2)CC1	3.0%	-5.3
